KRASV12 cytotoxicity – cytotoxicity in KRAS-transformed pancreatic duct cells, primary screen, cell-based, fluorescence, HTS (AID 431); HPDE-C7K KRASV12 cells, Alamar Blue viability, 48 h; higher % means a stronger effect; cytotoxicity, % at 10 µM; hits with a dose series show EC50 in µM; 63,000 compounds, 1.7% hits;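 active = compounds whose percent cytotoxicity in the single-dose primary screen, scaled between solvent and toxic-drug controls, exceeds 50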;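 note: 0% = DMSO solvent wells and 100% = doxorubicin-treated wells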
Bfl-1 inhibitors – Bfl-1 inhibitors, primary screen, biochemical, fluorescence polarization, FITC-Bid, mouse (AID 432) | one-dose displacement, % at 20 µM; IC50 in µM for titrated hits | FITC-Bid BH3 peptide fluorescence polarization displacement; higher % means a stronger effect | Bcl-2-related protein A1 (Mus musculus) | 64,000 compounds, 0.02% hits; in the data active = a potency from the dose series; inactive = the rest, 99 in 100 with displacement below about 15%; note: strong numbers were not always called active
TNAP inhibition – human TNAP enzyme inhibitors, biochemical, luminescent (AID 518). Alkaline phosphatase, tissue-nonspecific isozyme (Homo sapiens). purified TNAP enzyme, luminescent substrate readout; higher % means a stronger effect. inhibition, % at 20 µM; hits with a dose series show IC50 in µM. 64,000 compounds, 0.09% hits; in the data active = a potency from the dose series; inactive = the rest, 99 in 100 with inhibition below about 22%;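 note: plate controls were vehicle for no effect and reference inhibitor for full effect; many of its hits are not listed in these tables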
MK inhibit – S. pneumoniae MK inhibitors, primary screen, biochemical, PK/LDH-coupled NADH absorbance; mevalonate kinase [Streptococcus pneumoniae D39]; purified MK, PK/LDH-coupled NADH absorbance 340 nm; inhibition, % at 10 µM; 65,000 compounds, 0.48% hits; AID 555, 2006;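 active = ranked among the strongest by inhibition in the single 10 µM screen, a fixed top-ranked set picked for dose follow-up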; note: no value below 0 was filed
HPDE-C7 cytotoxicity – cytotoxicity in HPDE-C7 cells, cell-based, fluorescence, HTS (AID 430). HPDE-C7 pancreatic duct cells viability, fluorescence; higher % means a stronger effect. cytotoxicity, % at 10 µM; hits with a dose series show EC50 in µM. 63,000 compounds, 1.8% hits;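 note: cells exposed to compound for 48 hours before viability readout; 0% = vehicle and 100% = reference cytotoxic drug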
HT1080 cytotoxicity – cytotoxicity in HT1080 fibrosarcoma cells, cell-based, fluorescence readout (AID 620) | HT1080 viability, fluorescence; higher % means a stronger effect | cytotoxicity, % at 10 µM; hits with a dose series show EC50 in µM | 87,000 compounds, 0.42% hits;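 note: cells exposed to compound overnight then 4 h with Alamar Blue; 0% = vehicle DMSO and 100% = killing control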
PMK inhibit – S. pneumoniae PMK inhibitors, primary screen, biochemical, mevalonate pathway, pilot trial included. phosphomevalonate kinase (Streptococcus pneumoniae D39). purified PMK, PK/LDH-coupled NADH absorbance 340 nm. inhibition, % at 10 µM. 65,000 compounds, 0.49% hits;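 active = top-ranked compounds by inhibition in the single 10 µM screen, taking a fixed number of the strongest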;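 note: 0% = full reaction with DMSO carrier and 100% = background rate without enzyme reaction; no value below 0 was filed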
LYP phosphatase – LYP phosphatase inhibitors, primary screen, biochemical, DiFMUP fluorescence, recombinant catalytic domain, 10 µM (AID 606); 52,000 tested, under 10 active; inhibition, % at 10 µM; hits with a dose series show IC50 in µM; recombinant LYP catalytic domain, DiFMUP fluorescence; higher % means a stronger effect; Tyrosine-protein phosphatase non-receptor type 22 (Homo sapiens);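 active = IC50 under 40 µM in the dose-response test; inactive = IC50 of 40 µM or more, or never dose-tested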
Spn DPM-DC inh – S. pneumoniae DPM-DC inhibitors, primary screen, biochemical, PK/LDH-coupled NADH fluorescence; diphosphomevalonate decarboxylase (Streptococcus pneumoniae D39); purified DPM-DC; calls only at 10 µM; 65,000 compounds, 0.49% hits;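 active = the 320 compounds with the highest percent inhibition in the single-dose primary screen, excluding strongly autofluorescent ones, cut at about 32% in these data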;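 note: kinetic rate of NADH fluorescence loss reporting ADP formed by the decarboxylase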
PMK inhibit pilot replicates – further read-out of PMK inhibit, marked with its call; inhibition, %; measured here: pilot screen replicates
MK inhibit pilot replicates – recorded beside MK inhibit, whose call it bears; inhibition, %; measured here: pilot screen replicates
Spn DPM-DC inh pilot screen % – recorded beside Spn DPM-DC inh, whose call it bears; inhibition, %; measured here: pilot screen trials
Active calls of the source: *; i = inactive; . = not tested or not shown. Cut-off read from the data, not from the text of the source, unless noted: active = cytotoxicity above about 50%; inactive = the rest.

SMILES	KRASV12 cytotoxicity	Bfl-1 inhibitors	TNAP inhibition	MK inhibit	HPDE-C7 cytotoxicity	HT1080 cytotoxicity	PMK inhibit	LYP phosphatase	Spn DPM-DC inh	others
CCS(=O)(=O)N1CCCC(C(=O)NC2CCC(C)CC2)C1 (stereo not drawn)	-4%	-5%	2%	5	-15%	-2%	22	7%	i
C=CCc1ccccc1OCC(O)CN1CCN(c2ccccc2OC)CC1 (stereo not drawn)	7%	-5%	8%	11	16%	3%	11	.	i
Cc1ccc2nc(NC(=O)C3CCN(S(=O)(=O)c4cccs4)CC3)sc2c1	6%	7%	8%	0	4%	-2%	5	16%	i
Cc1nc2c(sc3nc4c(cc32)COC(C)(C)C4)c(=O)n1CC(=O)NCc1ccco1	12%	2%	8%	9	32%	56%*	0	16%	i
COc1cc(/C=N/n2cnnc2)ccc1OCCOc1ccccc1	-6%	-1%	3%	5	1%	5%	5	4%	i
O=C(Cn1nc(-c2ccccc2)ccc1=O)NCCN1CCN(Cc2ccccc2)CC1	-2%	5%	2%	7	-7%	.	7	.	i
CCCCCn1c(N2CCC(Cc3ccccc3)CC2)nc2c1c(=O)[nH]c(=O)n2C	25%	-4%	-9%	7	43%	13%	12	13%	i
O=C(CSc1nnnn1Cc1ccccc1)Nc1ccc2c(c1)OCO2	5%	6%	4%	14	-1%	4%	6	2%	i	PMK inhibit pilot replicates=0.0;MK inhibit pilot replicates=0.0;Spn DPM-DC inh pilot screen %=0.0
CCCC(=O)NC1=C(C#N)C2(CCCC2)Cc2ccccc21	7%	-6%	14%	8	-2%	11%	5	0%	i
NC(=O)COc1ccc2c3c(c(=O)oc2c1)CCCCC3	6%	-3%	8%	19	4%	5%	7	14%	.
CN(C)/C=N/c1cnc(C(=O)c2ccc(Cl)cc2)n1C	-30%	-13%	8%	0	-27%	6%	19	0%	i
C=CCn1c(O)c(C(CC)=NCc2cccnc2)c(=O)[nH]c1=O	2%	2%	4%	5	-2%	13%	3	11%	i
O=c1cc(NCc2ccco2)c2ccccc2o1	5%	-4%	12%	6	8%	-1%	0	7%	i
CC1=NS(=O)(=O)c2cc(Cl)ccc2N1	-9%	-10%	13%	8	10%	-1%	3	14%	i	PMK inhibit pilot replicates=1.5;MK inhibit pilot replicates=0.0;Spn DPM-DC inh pilot screen %=0.0
Cc1cc(=O)oc(C)c1C(=O)n1nc(C)c2c1C[C@@H]1[C@H]2C1(C)C	-10%	-2%	4%	0	-13%	-7%	10	12%	i
CCOc1cccc(C(=O)Nc2ccccc2N2CCN(C(=O)C(C)C)CC2)c1	-24%	3%	4%	0	-24%	-7%	5	4%	i
CN(C)Cc1nc2c(c(=O)[nH]1)C1(CCCCC1)Cc1ccccc1-2	2%	-6%	-17%	8	1%	1%	3	15%	i
CNC(=O)c1nnn(Cc2ccccc2)c1NC(=O)C(F)(F)F	4%	0%	9%	0	2%	4%	13	-17%	i
CC(Oc1ccc(Cl)cc1Cl)C(=O)N(Cc1ccco1)C1CCS(=O)(=O)C1 (stereo not drawn)	2%	6%	7%	2	-3%	-1%	6	-2%	i
Cn1c(=O)[nH]c(=O)c2c1nc(N1CCCCC1)n2CCCSc1nc2ccccc2s1	.	.	.	15	.	6%	14	3%	i
Cc1c(NC(=O)CCC(=O)N2CCCCC2)c(=O)n(-c2ccccc2)n1C	.	-1%	18%	10	.	15%	4	6%	i
Cc1noc(C)c1C(=O)N1CCN(C(=O)c2sc3cc(Cl)ccc3c2Cl)CC1	16%	-1%	14%	7	3%	-1%	3	11%	i	PMK inhibit pilot replicates=0.0;MK inhibit pilot replicates=0.0;Spn DPM-DC inh pilot screen %=0.0
COc1ccc(C2C(C#N)=C(N)Oc3n[nH]c(C)c32)cc1Cn1nnc2ccccc21 (stereo not drawn)	-6%	0%	0%	14	-6%	0%	24	.	i
COCc1nnc(NC(=O)c2ccc(NC(=O)C(C)C)cc2)s1	-4%	3%	2%	7	-6%	15%	14	4%	i

Entries from the list above that have a cyano group (two):
SMILES	KRASV12 cytotoxicity	Bfl-1 inhibitors	TNAP inhibition	MK inhibit	HPDE-C7 cytotoxicity	HT1080 cytotoxicity	PMK inhibit	LYP phosphatase	Spn DPM-DC inh	others
CCCC(=O)NC1=C(C#N)C2(CCCC2)Cc2ccccc21	7%	-6%	14%	8	-2%	11%	5	0%	i
COc1ccc(C2C(C#N)=C(N)Oc3n[nH]c(C)c32)cc1Cn1nnc2ccccc21 (stereo not drawn)	-6%	0%	0%	14	-6%	0%	24	.	i

Additional compounds.
SMILES	KRASV12 cytotoxicity	Bfl-1 inhibitors	TNAP inhibition	MK inhibit	HPDE-C7 cytotoxicity	HT1080 cytotoxicity	PMK inhibit	LYP phosphatase	Spn DPM-DC inh	others
Cc1ccc2c(CSc3nc4ccccc4c(=O)n3CCCO)cc(=O)oc2c1	28%	-3%	4%	0	25%	33%	13	3%	i
O=C1CC(c2ccc(F)cc2)C2=C(CCCC2=O)N1 (stereo not drawn)	-6%	-1%	10%	1	-15%	5%	12	.	i
CCOc1ccc(-c2nn3c(-c4ccc(OC)cc4)nnc3s2)cc1	-8%	11%	14%	4	11%	-6%	8	.	i
NC(=O)C(F)(F)C12OC3C4C5CC(C6C5C3C61)C42 (stereo not drawn)	8%	-4%	7%	0	-4%	22%	16	-5%	i
O=C(CN1C(=O)c2ccccc2C1=O)OCN1C(=O)c2ccccc2C1=O	-1%	-7%	9%	0	2%	-14%	12	3%	i
CCCOc1ccc(NC(=O)c2c(-c3ccccc3)noc2C)cc1	4%	8%	6%	5	-3%	-2%	8	12%	i
CSc1ccccc1NC(=O)Cn1c(-c2cscn2)nc2ccccc21	13%	-8%	22%	15	5%	5%	5	5%	i
COC(=O)CSc1cc(C)nc(NC(C)=O)n1	2%	-3%	13%	0	-1%	3%	12	-4%	i	PMK inhibit pilot replicates=0.0;MK inhibit pilot replicates=0.0;Spn DPM-DC inh pilot screen %=1.0
CCN(CC)S(=O)(=O)c1ccc(-c2nnc(SCc3nnc(-c4ccc(C)cc4)o3)o2)cc1	-1%	2%	8%	9	-12%	13%	7	.	i
O=S(=O)(c1ccccc1)N1CCN(CC(O)COc2ccc3c(c2)CCC3)CC1 (stereo not drawn)	7%	2%	8%	7	5%	.	1	-5%	i
O=C(C1CC1)N1CCc2cc(Br)cc(S(=O)(=O)NCc3ccccn3)c21	9%	-5%	14%	2	-3%	-16%	7	-6%	i
Cc1cccc(-c2nc(C#N)c(NC3CCCCC3)o2)c1	24%	-3%	9%	0	4%	-1%	33	-2%	i
COc1ccc(C)cc1-n1nnnc1SCc1csc(C)n1	-15%	9%	-2%	0	-14%	-9%	5	-3%	i
O=C(Nc1ccc(C2CCCCC2)cc1)C1CCN(c2ncccn2)CC1	-1%	-2%	8%	7	3%	-2%	13	12%	i
O=c1[nH]c2ccccc2nc1NCCN1CCOCC1	-2%	-1%	4%	6	-8%	17%	0	-1%	i	PMK inhibit pilot replicates=3.0;MK inhibit pilot replicates=3.5;Spn DPM-DC inh pilot screen %=9.5
Cc1cc(-c2nc3c4c5c(sc4[nH]c(=O)n3n2)CCC5)c(C)o1	15%	9%	11%	5	15%	-1%	10	13%	i
C=CCn1c(SCC(=O)N2CC(=O)Nc3ccccc32)nc2scc(-c3cccs3)c2c1=O	-3%	-11%	1%	10	4%	11%	13	.	i
COc1c(Cl)ccc(Cl)c1C(=O)OCC(=O)O	-10%	-2%	10%	3	6%	5%	0	1%	i
O=C(CCn1c(=O)sc2ccccc21)NCc1ccc2c(c1)OCO2	-3%	1%	14%	0	-4%	0%	0	-11%	i	PMK inhibit pilot replicates=1.5;MK inhibit pilot replicates=1.0;Spn DPM-DC inh pilot screen %=0.0
CCOC(=O)c1oc2ccc(Br)cc2c1NC(=O)CN1CCN(C)CC1	25%	-5%	12%	18	11%	2%	12	6%	i
O=C1N=C(N2CCOCC2)SC1=C1CCCCC1	0%	-5%	9%	7	-3%	-8%	13	-3%	i
C/C(=C\c1cc(C(=O)O)c(C)o1)CO	-5%	-2%	15%	11	-40%	9%	1	0%	i	PMK inhibit pilot replicates=3.5;MK inhibit pilot replicates=0.5;Spn DPM-DC inh pilot screen %=1.5
CC(C)CC(OC(=O)c1cccs1)C(=O)NCC1CCCO1 (stereo not drawn)	-4%	-4%	9%	3	4%	-4%	13	.	i
CC1CCC(C(C)C)C(OC(=O)COC(=O)c2cccn2C)C1 (stereo not drawn)	-7%	2%	0%	8	-14%	-14%	13	10%	i
CCOC(=O)CC(=O)CSc1nc(N)c(C#N)c(-c2ccc(Cl)cc2)c1C#N	68%*	1%	8%	8	55%*	-10%	0	8%	i
CCOC(=O)N1CCN(C(=O)COc2ccc(S(=O)(=O)NC(C)C)cc2)CC1	6%	-8%	13%	3	15%	0%	0	-15%	i	PMK inhibit pilot replicates=2.5;MK inhibit pilot replicates=2.0;Spn DPM-DC inh pilot screen %=0.0
Cc1nc(C2CC(=O)OC23CCCCC3)cs1 (stereo not drawn)	-6%	1%	6%	6	-4%	-8%	0	.	i
CC(=O)Nc1ccc(-n2c(C)nc(=O)c(-c3ccccc3)c2C)cc1	12%	-10%	-6%	9	3%	0%	13	16%	i
COc1ccc(CCNC(=O)C2CC(=O)N(C3CCCC3)C2)cc1OC (stereo not drawn)	-10%	-1%	6%	0	-8%	6%	7	-2%	i
C=CCN1C(c2ccccc2)=CS/C1=C(\C#N)c1nnc2n1CCCCC2	-1%	-2%	12%	0	10%	6%	15	14%	i
Cc1ccccc1NC(=O)c1cc(N)ccc1N1CCCCC1	0%	9%	9%	11	13%	5%	14	-5%	i
CC(C)C(NC(=O)OCc1ccccc1)C(=O)OCC(=O)N1C(C)CCCC1C (stereo not drawn)	-8%	-9%	5%	0	-1%	-8%	14	6%	i
Cn1c(=O)n(C)c2cc(C(=O)O)ccc21	-1%	-3%	13%	15	-9%	4%	14	.	i
COc1cc(NC(=O)c2cc(OC)c(OC)c(OC)c2)c(OC)cc1NC(=O)CN1CCCCC1	16%	-6%	14%	6	13%	0%	13	3%	i	PMK inhibit pilot replicates=4.5;MK inhibit pilot replicates=0.0;Spn DPM-DC inh pilot screen %=0.0
O=C(CSc1nnc2scc(-c3ccccc3)n12)Nc1nsc(-c2ccc(Cl)cc2)n1	.	.	.	10	.	-8%	6	10%	i
Cc1coc(C)c1C(=O)CC1(O)C(=O)Nc2cc(Cl)cc(Cl)c21 (stereo not drawn)	-17%	6%	15%	10	0%	-25%	17	-5%	i
O=C(CSc1nccn1-c1cccc(Cl)c1)Nc1ccc2c(c1)OCCO2	-8%	1%	3%	4	-27%	1%	6	7%	i
N#Cc1c(N)sc(=S)c2c1CCCCC2	8%	3%	9%	1	1%	-8%	1	10%	i

From PubChem
